ER stress surv = ER stress cell death inhibition. CSM14.1 thapsigargin ER stress survival, ATP luminescence. relative survival (cellular ATP), % at 15 µg/mL (by protocol). actives 0.33% (n = 48,000);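 active = survival measured by cellular ATP above 50% at 15 µg/ml in the first screen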;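 also: cell death triggered by about 15 µM thapsigargin; ATP read 24 h after thapsigargin was added; plate controls were thapsigargin with DMSO for no effect and DMSO without thapsigargin for full effect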
Numbers without * were called inactive. Some of the compounds tested (hit frequency here may not be typical).

SMILES	ER stress surv
O=C(NC(=S)Nc1cc(Cl)ccc1Cl)c1ccco1	14
Cc1sc2nc(-c3ccc([N+](=O)[O-])cc3)[nH]c(=O)c2c1C	12
C=CCc1ccccc1OCCOc1ccc(Cl)cc1/C=C1/SC(=S)N(C)C1=O	24
CC(=O)c1ccc(NC(=O)CSC(N)=O)cc1	10
Cc1cc(NCc2cccnc2)nc2ccccc12	-4
CCOc1cc(/C=c2\sc3n(c2=O)C(c2cccc(OC)c2)C(C(=O)Nc2ccccc2)=C(C)N=3)ccc1O (stereo not drawn)	3
Cc1ccc(OCC(=O)Nc2ccc(F)c([N+](=O)[O-])c2)cc1	1
Cc1ccc(/C=C2\SC(=S)N(CC(C)C)C2=O)cc1	1
CS(=O)(=O)c1ccc2nc(NC(=O)c3cc(-c4ccccc4)nc4ccccc34)sc2c1	11
Cc1ccccc1OCCOc1cccc(/C=N/n2cnnc2)c1	1
CS(=O)(=O)N(CC(=O)Nc1cccc2ccccc12)c1cccc(Cl)c1	0
CC(=O)NNC(=O)c1cccc(Cl)c1	2
Cc1nnc(NC(=O)c2cc(C(F)(F)F)cc(C(F)(F)F)c2)s1	-7
Oc1ccc(C=Nc2cc(Cl)ccc2O)cc1	10
CC(O)C(NC(=S)NCc1ccccc1)C(=O)O (stereo not drawn)	5
O=[N+]([O-])c1cccc(S(=O)(=O)/N=C(/Nc2ccccc2)c2ccccc2)c1	-3
CCn1nnnc1-c1ccc(OC)c(S(=O)(=O)Nc2cccc(C(F)(F)F)c2)c1	7
Cc1cccc2sc(NC(=O)c3ccccc3C(=O)O)nc12	5
COc1cc(C(c2ccc(C)o2)c2ccc(C)o2)c(O)c([N+](=O)[O-])c1	4
COc1ccc(/C=N/NC(=O)C2CC2)c(OC)c1OC	10
CCn1c(C(O)c2ccc(C)cc2)nc2ccccc21 (stereo not drawn)	-4
Cc1ccc(-n2c(C)cc(/C=N/NC(=O)c3cccnc3)c2C)c(C)c1	15
COc1ccc(Cl)cc1NC(=O)c1cnn2c1NC(c1cccs1)CC2C(F)(F)F (stereo not drawn)	-4
O=C(/C=C/c1cccs1)c1ccncc1	9
COC(=O)C(=C/C(Cl)=C/N(C)C)C(=O)OC	-8
Later entries.
SMILES	ER stress surv
COc1ccc(C=C2C(=O)N(c3ccccc3)C(=O)N(c3ccccc3)C2=O)cc1C(=O)O	5
N/C(=N\OC(=O)c1ccc2ccccc2c1)c1ccccn1	-6
Cc1cc(NC(=O)c2ccc3ccccc3c2)ccc1NC(=O)c1ccccc1	14
CCOC(=O)c1c(NC(=S)Nc2ccccc2)sc2c1CCN(Cc1ccccc1)C2	-7
CCOC(=O)C1=C(C)N=c2s/c(=C\c3c(OC)ccc4ccccc34)c(=O)n2C1c1ccc2c(c1)OCO2 (stereo not drawn)	7
CC(=O)Oc1ccc(C(=O)Nc2cc(Cl)ccc2C(=O)O)cc1	10
Cc1ccc(C2(c3ccc(C)cc3)CC2C(=O)NC(C)(C)C)cc1 (stereo not drawn)	5
CC1C(=O)C(C)C(c2ccc(Cl)cc2)NC1c1ccc(Cl)cc1 (stereo not drawn)	5
COC(=O)C1=C(C)NC(=O)NC1c1cc(Cl)c(O)c(OC)c1 (stereo not drawn)	7
CCOc1cc(/C=N/NC(=O)c2cc(C)[nH]n2)ccc1OC(=O)c1cccc2ccccc12	-7
Cc1cnn(-c2cc(N/N=C/c3ccccc3F)ncn2)c1	14
CC1(C)Cc2ccccc2C(Nc2ccc(S(N)(=O)=O)cc2)=N1	1
COc1ccc(NC(=O)C23CCC4CC(CC(C4)C2)C3)cc1	-5
Cc1ccc(/C=C(/NC(=O)c2ccccc2I)C(=O)O)o1	4
CC(=O)Nc1ccc(S(=O)(=O)Nc2nc(C)cc(-n3nc(C)cc3C)n2)cc1	4
Cc1ccccc1CN1CCN(C(=O)c2cccc(Cl)c2)CC1	2
N#Cc1c(/N=C/c2ccc(O)cc2)sc2c1CCCC2	-10
COc1ccc(-c2nc3cc(NC(=O)/C=C/c4cccc([N+](=O)[O-])c4)ccc3o2)cc1Cl	3
O=C(c1ccccc1)c1ccccc1C(=O)N1CCCCC1	-1
Cc1ccc(C2/C(=C(\O)c3ccc(F)cc3)C(=O)C(=O)N2CCCCCC(=O)O)cc1 (stereo not drawn)	-2
Cc1ccc(S(=O)(=O)Oc2cccc(/C=C3/SC(=S)N(c4ccccc4)C3=O)c2)cc1	-3
CCOC(=O)/C=C/COc1ccc2oc(-c3ccccc3)c(C(=O)OCC)c2c1	-2
Cc1ccc2c(c1)NC(c1cccc(O)c1)C1=C(CC(C)(C)CC1=O)N2 (stereo not drawn)	1
O=C(CCCC(=O)OCC(F)(F)C(F)F)Nc1ccc(I)cc1	6
Cc1n[nH]c(C)c1Sc1ccccc1N=Cc1c2ccccc2cc2ccccc12	11
Further results follow:
SMILES	ER stress surv
C=CCN(CC=C)C(=O)c1ccc(OC)cc1	1
COc1ccccc1C/C(N)=N/OC(=O)COc1cccc(C)c1	-2
CC(=O)c1cccc(NC(=O)/C(=C\c2cccs2)NC(=O)c2ccccc2)c1	1
O=c1c2ccccc2nc(/C=C/c2ccco2)n1Cc1ccccc1	-6
COc1cccc(C(=O)NCCc2nc3ccccc3[nH]2)c1	-2
CCSCCOC(=O)C1=C(C)N(C)C(=O)NC1c1cc2c(cc1Br)OCO2 (stereo not drawn)	5
CC(c1ccccc1)c1nnc(NC(=O)Nc2ccc(Cl)cc2)s1 (stereo not drawn)	6
CCCCCCOc1ccc(N2C(=O)CC(N3CCN(c4ccc(F)cc4)CC3)C2=O)cc1 (stereo not drawn)	8
O=C(NCC(O)c1ccccc1)c1ccc(CSc2ccc(Cl)cc2)cc1 (stereo not drawn)	0
CC1=C(C(=O)Nc2ccccc2)C(c2ccccc2)n2c(s/c(=C/c3ccc(F)cc3)c2=O)=N1 (stereo not drawn)	16
COc1ccc(C(=O)Nc2c(C)ccc3nsnc23)cc1OC	-12
O=[N+]([O-])c1ccccc1CSc1nnnn1-c1ccccc1	9
N#Cc1c(NCc2ccccc2)ccnc1SCc1ccccc1	4
Cc1ccc(C(=O)Nc2cc(C)on2)cc1	-1
O=C(O)C1Nc2ccc3ccccc3c2C2C=CCC12 (stereo not drawn)	0
Cc1cc(=O)oc2ccc(OCC(=O)Nc3ccc(S(=O)(=O)O)cc3)cc12	2
C/C(O)=C/c1nc2ccccc2nc1/C=C(/C)O	-1
O=C(CSc1nc2ccc(N3C(=O)c4ccccc4C3=O)cc2s1)NCc1ccco1	14
C=COCCNC(=O)C(=O)Nc1ccccc1OCC	8
Cc1ccc2nc(-c3cc(Cl)c(N)c(Cl)c3)sc2c1	1
O=C(Nc1cc([N+](=O)[O-])ccc1C(=O)N1CCC(Cc2ccccc2)CC1)c1cccs1	-1
CSc1ccccc1NC(=O)c1cccc(Br)c1	5
Cc1ccccc1OCC(=O)Nc1ccc(Br)cn1	4
COc1ccc2ccccc2c1/C=C1/SC(NC(C)=O)=NC1=O	2
O=C(Cc1cccs1)Nc1cccc(C(F)(F)F)c1	3

An excerpt from above in order of molar mass, falling:
SMILES	ER stress surv
CC1=C(C(=O)Nc2ccccc2)C(c2ccccc2)n2c(s/c(=C/c3ccc(F)cc3)c2=O)=N1 (stereo not drawn)	16
CCSCCOC(=O)C1=C(C)N(C)C(=O)NC1c1cc2c(cc1Br)OCO2 (stereo not drawn)	5
COc1ccccc1C/C(N)=N/OC(=O)COc1cccc(C)c1	-2
COc1ccc2ccccc2c1/C=C1/SC(NC(C)=O)=NC1=O	2

Rewritten as labelled records: part of the list above.
COc1cccc(C(=O)NCCc2nc3ccccc3[nH]2)c1
- ER stress surv: -2

Cc1ccc(C(=O)Nc2cc(C)on2)cc1
- ER stress surv: -1

COc1ccc(C(=O)Nc2c(C)ccc3nsnc23)cc1OC
- ER stress surv: -12

C/C(O)=C/c1nc2ccccc2nc1/C=C(/C)O
- ER stress surv: -1

Additional structures follow:
SMILES	ER stress surv
COc1ccc(-c2n[nH]c(=S)n2N)cc1OC	3
COc1ccc2c(c1OC)C(=O)N(c1ccc(C(C)=O)cc1)C2=O	5
CCSc1nc2ccccc2n1C(=O)/C=C/c1ccc(OC)c(OC)c1	6
CC(C)NC(=O)C(=O)Nc1ccc2c(c1)OCCO2	-4
O=C(c1ccccc1F)N1CCN(C2CCN(Cc3ccccc3)CC2)CC1	3
O=C(Nc1ccc(N2CCOCC2)cc1)c1cc(Br)ccc1Cl	16
CCOC(=O)c1c(NC(=O)CSc2nc3ccccc3s2)sc2c1CCC2	10
Nn1cnc2scc(-c3ccccc3)c2c1=O	-5
COC(=O)c1ccc(C2C(C#N)=C(N)Oc3c2c(C)nn3-c2ccccc2)cc1 (stereo not drawn)	2
Nc1ccc(-c2nnc(-c3ccncc3)o2)cc1	4
O=C(NC(=S)Nc1ccc(-c2nc3cc(Cl)ccc3o2)cc1)c1ccc(Cl)cc1	-4
CCOC(=O)C1=C(O)/C(=C/c2ccc(OC)c(OC)c2)SC1=Nc1ccc([N+](=O)[O-])cc1	2
COc1ccc(Cl)cc1N(CC(=O)NCC(C)C)S(=O)(=O)c1ccc(C)c([N+](=O)[O-])c1	1
O=C(/C=C/c1nc2ccccc2[nH]1)c1c(-c2ccccc2)c2cc(Cl)ccc2[nH]c1=O	-8
CC1=NN(c2ccc(C(=O)O)cc2)C(=O)/C1=C\c1ccc(-c2cccc(C(=O)O)c2)o1	6
Cc1cccc(NC(=O)CSC(N)=O)c1C	5
CN(C)Cn1c(O)c(N=NC(=O)c2ccncc2)c2ccccc21	2
CCOC(=O)/C(=N\O)C1=NC(C)(C)C(C)c2ccccc21 (stereo not drawn)	4
O=C(COC(=O)c1cccc(S(=O)(=O)N2CCOCC2)c1)c1ccccc1	5
CCN(CC)c1ccc(/C=C/C(=O)c2ccc(NC(C)=O)cc2)cc1	6
CCN1C(=O)/C(=C\c2ccc(O)c(OC)c2)SC1=S	-4
Clc1ccc2oc(-c3ccccc3Cl)nc2c1	-8
CCOC(=O)c1sc(NC(=O)c2ccc([N+](=O)[O-])s2)nc1C	10
CCOC(=O)COc1ccc(/C=N/NC(=O)c2nonc2N)cc1OC	17
O=C1/C(=C\c2ccc(C(F)(F)F)cc2)SC(=S)N1c1cccc(Cl)c1	12
Next section:
SMILES	ER stress surv
O=C(Nc1nc(-c2ccccc2)cs1)c1ccc(Cl)cc1Cl	7
Cc1ccc(OCCNC(=O)c2cccc3ccccc23)cc1C	18
Cc1cccc(NS(=O)(=O)c2ccc(Cl)cc2)n1	10
CCCC(=O)NS(=O)(=O)c1ccc(NC(=O)c2ccccc2)cc1	1
O=C1/C(=C/c2ccc(Cl)cc2)SC(=S)N1Cc1ccco1	7
COCCOC(=O)c1c(C)oc2ccc(OC(=O)N3CCOCC3)cc12	-2
COC(=O)c1ccc(Nc2nnc(-c3ccc(C(=O)NCCO)cc3)c3ccccc23)cc1	-7
COc1ccc(CN2CCN(S(=O)(=O)c3ccc(OC)cc3)CC2)cc1	-9
COc1ccc(OC)c(/C=C2\SC(N3CCCCCC3)=NC2=O)c1	-4
O=C1c2ccccc2C(=O)N1CCCc1nc2ccccc2c(=O)n1-c1nccs1	-2
CCc1ccc(-c2nc3cc(NC(=O)c4ccccc4OC)ccc3o2)cc1	10
O=C(NC12CC3CC(CC(C3)C1)C2)c1cc2ccccc2o1	-1
O=C(NC(=S)Nc1cccc2ccccc12)c1ccco1	2
Cc1ccc(NC(=O)C(=O)NCCN2CCN(S(C)(=O)=O)CC2)cc1	-1
CCc1cc2c(=O)n(-c3ccccc3)c(SCC(=O)c3ccc(Cl)cc3)nc2s1	9
COc1cc([N+](=O)[O-])ccc1NC(=O)COc1cccc(C)c1	9
Cc1cc(C)nc(NC(=O)c2cccc(F)c2)c1	0
CCOc1ccc(C(=O)Nc2cc(-c3nc4ccccc4o3)ccc2C)cc1[N+](=O)[O-]	0
OCn1ncn(-c2ccccc2)c1=S	-20
CCOc1cc(C(=S)N2CCOCC2)cc(Br)c1O	2
Cc1ccc(C(=O)N/C(=C/c2ccc(Br)cc2)C(=O)NN)cc1	4
O=C1NC(c2cccc(I)c2)Oc2ccccc21 (stereo not drawn)	0
O=C(NC(C(Cl)(Cl)Cl)S(=O)(=O)c1ccccc1)c1ccccc1 (stereo not drawn)	11
CCOC(=O)C1=CN(c2ccc(OCC)cc2)C=C(C(=O)OCC)C1c1ccc(OC)c(OC)c1	2
O=c1nc(/C=C/c2cccc3ccccc23)cc(C(F)(F)F)[nH]1	-1

Molecules listed so far containing a COOH group, in the order listed:
SMILES	ER stress surv
CC(O)C(NC(=S)NCc1ccccc1)C(=O)O (stereo not drawn)	5
Cc1cccc2sc(NC(=O)c3ccccc3C(=O)O)nc12	5
COc1ccc(C=C2C(=O)N(c3ccccc3)C(=O)N(c3ccccc3)C2=O)cc1C(=O)O	5
CC(=O)Oc1ccc(C(=O)Nc2cc(Cl)ccc2C(=O)O)cc1	10
Cc1ccc(/C=C(/NC(=O)c2ccccc2I)C(=O)O)o1	4
Cc1ccc(C2/C(=C(\O)c3ccc(F)cc3)C(=O)C(=O)N2CCCCCC(=O)O)cc1 (stereo not drawn)	-2
O=C(O)C1Nc2ccc3ccccc3c2C2C=CCC12 (stereo not drawn)	0
CC1=NN(c2ccc(C(=O)O)cc2)C(=O)/C1=C\c1ccc(-c2cccc(C(=O)O)c2)o1	6

(cont.)
SMILES	ER stress surv
O=C(NC(c1ccccc1)c1ccccc1)c1ccc([N+](=O)[O-])cc1Cl	8
CCOc1cccc(C(=O)Nc2nnc(COc3ccc(Br)cc3)s2)c1	-3
O=C(O)CP(=O)(c1ccccc1)c1ccccc1	2
COc1ccc(CCNC(=O)c2cnccn2)cc1	2
CC(C)N(C(=O)c1ccc(C(=O)N(C(C)C)C(C)C)cc1)C(C)C	3
CCOc1cc(OCC)cc(C(=O)Nc2cccc(-c3nc4cc(C)ccc4o3)c2C)c1	3
COc1cccc(Nc2ccccc2C)c1	-6
O=C(O)c1cccc([N+](=O)[O-])c1C(=O)Nc1nc2c(s1)CCCC2	8
c1ccc(-c2cc(-c3ccccc3)nc(N3CCCCC3)n2)cc1	1
COc1ccc2c(c1OC)C(=O)OC2Nc1ncccc1C (stereo not drawn)	4
CCO/C(C)=C1\C(=O)N(CC)c2ccccc21	0
Cc1ccc(-c2noc(C3CCCCC3)n2)cc1	2
CCCCN(CCCC)C(=O)c1cccc([N+](=O)[O-])c1	0

Bioassay records from PubChem.
